pPAFAH FP inh: pPAFAH (human) enzyme inhibition | 330,000 compounds, 1.5% hits | recombinant pPAFAH, FP-rhodamine probe fluorescence polarization | inhibition, % at 3.39 µM;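 active means inhibition above the mean inhibition across the screen plus 3 SD, cut at about 25% in these data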;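 further: inhibitors block binding of the rhodamine activity-based probe so polarization drops; 0% = enzyme with DMSO and 100% = wells lacking pPAFAH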
LYPLA2 inh: counter-screen for PME1 inhibitors: inhibitors of human LYPLA2 | O95372 | recombinant LYPLA2, FP-Rh probe fluorescence polarization | inhibition, % at 5.9 µM | 320,000 compounds, 0.38% hits | AID 2177;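 active means inhibition above the screen-wide mean plus 3 SD, limit set per campaign, cut at about 26% in these data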;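 further: 0% = LYPLA2 with DMSO and 100% = wells lacking LYPLA2 enzyme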
PAFAH1B3 FP inh: blocks human PAF acetylhydrolase 1B catalytic subunit 3. Q15102. 340,000 compounds, 0.28% hits. recombinant PAFAH1B3, FP-rhodamine probe, fluorescence polarization. AID 492972. inhibition, % at 3.39 µM;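 active means inhibition above the screen-wide average of all tested compounds plus 3 SD, cut at about 25% in these data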;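 further: 0% = enzyme with DMSO only and 100% = wells lacking PAFAH1B3 protein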
Target sequence (Q15102 whole entry, looked up): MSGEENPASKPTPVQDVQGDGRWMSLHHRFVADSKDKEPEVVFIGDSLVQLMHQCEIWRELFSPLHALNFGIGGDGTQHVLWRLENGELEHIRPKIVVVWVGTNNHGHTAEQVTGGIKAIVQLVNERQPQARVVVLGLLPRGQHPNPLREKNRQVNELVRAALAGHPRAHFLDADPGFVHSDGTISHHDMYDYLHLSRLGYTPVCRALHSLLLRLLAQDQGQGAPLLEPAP
ZTA counter: ZTA (EBV) inhibition in EBNA-1 counter-screen; ZTA-DNA binding, fluorescence polarization; inhibition, % at 11 µM; 320,000 compounds, 0.15% hits; AID 2234; in the data active means inhibition above about 33%
Target sequence (P03206 whole entry, looked up): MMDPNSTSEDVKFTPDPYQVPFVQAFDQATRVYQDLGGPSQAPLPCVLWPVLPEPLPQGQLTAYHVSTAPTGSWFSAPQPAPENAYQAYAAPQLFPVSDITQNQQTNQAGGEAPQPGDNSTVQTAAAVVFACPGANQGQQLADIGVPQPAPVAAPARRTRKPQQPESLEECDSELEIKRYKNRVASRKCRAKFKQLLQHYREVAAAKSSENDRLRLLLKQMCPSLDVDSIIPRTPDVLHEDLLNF
PAFAH2 FP inh: inhibitors of human PAFAH2; Q99487; recombinant PAFAH2, FP-rhodamine activity probe, fluorescence polarization; inhibition, % at 3.39 µM; 340,000 compounds, 0.99% hits; AID 492956;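 active means inhibition above the mean over all tested compounds plus 3 SD, cut at about 30% in these data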;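 further: inhibitors block probe labeling of enzyme so polarization drops; 0% = enzyme with DMSO and 100% = wells lacking PAFAH2 protein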
PAFAH1B2 FP inh: PAFAH1B2 (human) inhibition; P68402; recombinant PAFAH1B2, FP-rhodamine activity probe, fluorescence polarization; inhibition, % at 3.39 µM; 340,000 compounds, 1.2% hits; AID 492953;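 active means inhibition above the mean of all tested compounds plus 3 SD, cut at about 24% in these data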;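 further: 0% = enzyme with DMSO and 100% = wells lacking PAFAH1B2; many of its hits are not listed in these tables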
Target sequence (P68402 whole entry, looked up): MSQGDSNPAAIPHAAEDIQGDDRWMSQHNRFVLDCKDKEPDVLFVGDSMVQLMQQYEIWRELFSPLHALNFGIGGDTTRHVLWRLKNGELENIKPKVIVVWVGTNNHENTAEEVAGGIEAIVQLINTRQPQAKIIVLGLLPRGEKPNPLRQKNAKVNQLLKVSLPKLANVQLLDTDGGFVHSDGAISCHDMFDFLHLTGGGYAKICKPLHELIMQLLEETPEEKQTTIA
LYPLA1 counter: LYPLA1 (human) inhibition in PME1 counter-screen; O75608; recombinant LYPLA1, FP-Rh probe fluorescence polarization; inhibition, % at 5.9 µM; 320,000 compounds, 0.16% hits; AID 2174;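 active means inhibition above the mean of all tested compounds plus 3 SD, set per campaign, cut at about 14% in these data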;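 further: inhibitors block serine hydrolase probe labeling of LYPLA1 so polarization falls; 0% = enzyme with DMSO and 100% = wells lacking LYPLA1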
Target sequence (O75608 whole entry, looked up): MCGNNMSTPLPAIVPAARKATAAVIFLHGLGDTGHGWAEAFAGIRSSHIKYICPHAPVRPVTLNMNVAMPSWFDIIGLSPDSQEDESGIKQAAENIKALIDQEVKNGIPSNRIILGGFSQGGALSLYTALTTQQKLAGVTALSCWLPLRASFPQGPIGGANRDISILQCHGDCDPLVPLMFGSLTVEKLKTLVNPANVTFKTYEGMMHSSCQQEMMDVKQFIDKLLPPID
PREPL inhibitor: inhibits the human prolyl oligopeptidase-like enzyme. inhibition, % at 5.96 µM. Q4J6C6. AID 2751. recombinant PREPL, fluorescence polarization activity-based probe. 320,000 compounds, 0.68% hits; in the data active means inhibition above about 43%;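 further: 0% = enzyme with DMSO and 100% = wells lacking enzyme; many of its hits are not listed in these tables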
EBNA-1 inhibitor: blocks EBNA-1 binding to DNA. EBNA-1 DNA binding, fluorescence polarization. inhibition, % at 14.8 µM. 300,000 compounds, 0.34% hits; in the data active means inhibition above about 28%
The depositor's hits bear a star; · = no result given. These rows are one share of the data; rates above refer to the full screens.

SMILES	pPAFAH FP inh	LYPLA2 inh	PAFAH1B3 FP inh	ZTA counter	PAFAH2 FP inh	PAFAH1B2 FP inh	LYPLA1 counter	PREPL inhibitor	EBNA-1 inhibitor
O=C(Nc1cccnc1)Nc1cccc(F)c1	1	0	10	-13	-8	4	-1	10	-9
O=c1c2ccccc2nc2n1CCc1c-2[nH]c2ccccc12	-5	3	2	3	9	0	1	-4	-10
Cc1c(C(=O)O)oc2ccc(S(=O)(=O)NCc3ccc(F)cc3)cc12	0	1	-6	6	4	7	-6	-2	1
COc1ccc(CN2CCN(CC3CC3)CC2CCO)cc1C (stereo not given)	1	-7	4	16	-6	-1	-2	1	9
Cc1ncc2c(c1OC(=O)c1ccccc1)COC(C)(C)OC2	-1	2	11	13	-1	2	-3	10	3
O=C(NC(Cc1ccccc1)C(=O)N1CCCC(C(F)(F)F)C1)c1ccccc1 (stereo not given)	2	3	6	4	-5	-1	1	-5	2
O=C(CN1C(=O)NC2(CCCC2)C1=O)Nc1cccc(C(F)(F)F)c1	8	0	0	-10	-7	6	-6	-7	4
CCCCn1c(N)c(N(CCC(C)C)C(=O)C2CC(=O)N(Cc3ccc(C)cc3)C2)c(=O)[nH]c1=O (stereo not given)	-1	4	2	1	4	5	2	21	-4
FC(F)(F)c1cccc(-c2cc3ccccc3nc2N2CCCC2)c1	0	0	8	10	-9	6	-4	11	-4
NC(=O)CC(NC(=O)Cc1cccc2ccccc12)c1ccc(NC2CC3CCC2C3)c([N+](=O)[O-])c1 (stereo not given)	7	-9	5	5	2	22	-1	0	-5
COc1cccc(CN2CCN(Cc3ccccc3C(F)(F)F)CC2)c1	5	5	7	4	-1	4	1	-15	2
S=C(Nc1ccccc1)Nc1ccc2cn[nH]c2c1	5	-3	8	-5	-3	4	-2	31	12
COc1cc(C(=O)O/N=C(\N)c2ccncc2)cc(OC)c1OC	-2	1	-4	-13	6	14	1	6	-9
CCCCN(C)CCNC(=O)c1cc2c(-c3cccc(OC)c3)nn(C)c2s1	0	-7	8	14	-1	8	-5	-34	1
CS(=O)(=O)c1cccc(C(=O)Nc2ccccc2Cc2ccccc2)c1	2	-7	3	8	-3	-1	1	-9	3
O=C(COC(=O)c1ccc(Br)o1)Nc1ccc(S(=O)(=O)N2CCCC2)cc1	3	5	8	2	-5	3	-3	5	2
COc1cccc(C2CC(c3ccccc3OC)n3ncnc3N2)c1 (stereo not given)	4	1	7	2	-2	3	-1	-6	10
Cc1cc(C)n(-c2cc(N3CCN(C(=O)c4ccc(C(C)(C)C)cc4)CC3)ccc2[N+](=O)[O-])n1	7	12	8	-6	17	4	-2	34	7
CC1CCCN(C(=O)Cn2c(=O)oc3ccccc32)C1 (stereo not given)	3	1	4	-7	-8	-5	1	-8	-7
CCN(CC(=O)Nc1cccc(S(=O)(=O)N(C)c2ccccc2)c1)Cc1cccs1	22	-6	4	5	-9	16	-7	-4	·
CCc1cccc(C)c1NC(=O)C(c1ccc(O)cc1)N1CCC1=O (stereo not given)	3	2	7	-2	1	7	1	7	-5
CCOC(=O)[C@@H]1[C@H]2COc3ccccc3[C@H]2N2C(=O)N(c3ccc(Br)cc3)C(=O)[C@]12C	1	·	2	·	8	4	·	-102	·
Cc1cc(C)n(-c2nnc(SCC(=O)NC3CCCC3)c3ccccc23)n1	3	1	3	0	-11	11	0	7	-2
O=C(COC(=O)c1ccc(O)cc1)Nc1ccccc1[N+](=O)[O-]	0	-2	6	-2	69*	0	4	-3	6
Cc1ccc2nsnc2c1NC(=O)c1cccc([N+](=O)[O-])c1	4	4	·	-18	·	·	0	9	1
O=C(COC(=O)Cc1c[nH]c2ccccc12)NCCc1ccccc1	10	4	4	11	0	3	-1	10	2
Cc1ccc(C(=O)O)cc1NC(=S)NC(=O)c1ccc(COc2ccccc2)cc1	-2	46*	-2	9	-5	8	4	-4	8
COc1ccc(C(=O)CCC(=O)N2CCN(c3ccc([N+](=O)[O-])cc3)CC2)cc1	2	29*	-1	4	-1	2	0	-13	-15
COc1ccc(CNC(=O)C(C)N(Cc2ccco2)C(=O)c2snc(C(N)=O)c2N)cc1 (stereo not given)	4	-2	11	-3	0	2	0	8	5
COc1cc(CNc2ccc(N3CCCC3)cc2)cc(Cl)c1OC	28*	2	10	127*	-4	7	0	33	111*
COc1ccc(-n2ncc3c(=O)n(CC(=O)NC(C)C)cnc32)cc1	36*	7	-1	-18	4	5	3	-8	-8
FC(F)(F)c1cccc(-c2nnc(-c3ccccc3)c(N3CCOCC3)n2)c1	-5	-3	6	-1	-3	-3	1	2	3
CCCn1c(=O)c2ccccc2n2c(SCC(=O)N3CCc4ccccc4C3)nnc12	4	-2	10	-3	-4	0	-2	4	-6
COc1ccc([N+](=O)[O-])cc1NCc1ccccc1C	8	10	7	-24	2	1	0	15	-8
CC(C)(Oc1ccc(Cl)cc1)C(=O)NCCCn1ccnc1	-1	-1	0	2	6	6	-2	-6	-9
O=C(CCCOc1ccc(Cl)cc1Cl)N/N=C/c1ccccc1O	8	-4	4	3	-4	2	-6	-21	15
COc1cccc(NC(=O)CC2S/C(=N\S(=O)(=O)c3ccccc3)N(c3ccccc3)C2=O)c1 (stereo not given)	1	-3	7	7	-4	4	-7	0	4
O=C(Nc1ccc([N+](=O)[O-])cc1)c1nc[nH]c1C(=O)NC1CCCCC1	1	-1	-3	-15	-1	-1	0	6	-12
CC(C)N(Cc1nc(-c2ccc3c(c2)OCO3)no1)Cc1nccn1C	1	1	-2	-19	1	-3	1	-3	4
COc1ccc(N2CCN(C(=O)COC(=O)CNC(=O)c3cccc(OC(F)F)c3)CC2)cc1	0	6	12	8	6	3	-1	5	·
COc1ccc(CCCC(=O)NC2CCCCC2C)c(C)c1 (stereo not given)	1	3	4	-3	7	1	-1	18	7
Cc1cnc(NC(=O)CC2CCCC2)s1	3	4	-4	5	-11	7	0	-3	-1
CC(C)CCN1CCN(Cc2cccn2-c2cccnc2)CC1CCO (stereo not given)	1	2	4	0	8	4	-2	-6	0
Cc1ccccc1-n1cc(CNC(=O)C2CCC(=O)N(C3CC3)C2)cn1 (stereo not given)	0	6	3	6	5	6	-1	1	-1
CC(CCc1ccccc1)NC(=O)CSc1cccc[n+]1[O-] (stereo not given)	-3	9	2	0	0	0	-2	21	13
CCOC(=O)CSc1nc(NCc2ccco2)c2ccccc2n1	5	-3	4	2	-8	3	0	13	7
Cc1cc(C(=O)N2CCCc3ccccc32)no1	7	4	9	4	-10	6	-2	1	-1
CCOC(=O)N1CCC(NC(=O)CCS(=O)(=O)c2ccc3c(c2)CCN3C(C)=O)CC1	-5	7	0	-20	-2	4	-1	-1	-1
COc1cccc(C=Nc2ccc3c(c2)CCC3)c1O	6	2	2	-5	3	11	-2	-1	3
O=S(=O)(c1cnc(Cl)c(Br)c1)N1CCc2ccccc21	1	5	8	4	1	4	1	-5	4
COCCn1c(=NC(=O)c2ccccc2[N+](=O)[O-])sc2cc(S(C)(=O)=O)ccc21	6	-2	-17	2	-1	-4	2	2	16
CCN(CC)C(=O)C1CCCN(Cc2ccc3c(c2)OCO3)C1 (stereo not given)	-4	-3	-1	1	2	3	4	-7	-7
CN(C)CCCC(=O)c1ccc2c(c1)OCO2	-1	4	6	6	-4	5	0	0	0
COc1cc2nc(=S)n3[nH]c(CCn4c(C)nc5ccccc54)nc3c2cc1OC	6	3	10	-10	-1	4	5	15	6
Cc1ccc(S(=O)(=O)Nc2nc(C)cc(N/N=C/c3ccc(O)cc3)n2)cc1	1	-1	3	2	4	0	-4	0	8
CCCCN(C(=O)Cn1nnc2ccccc21)C(C(=O)NCc1ccco1)c1ccncc1 (stereo not given)	-3	-6	5	-3	-2	1	-4	1	-4
CN(C)c1ccc(CN2CCCCCC2)cc1	1	4	10	-6	1	2	0	14	4
C/C(Cn1nnc([N+](=O)[O-])n1)=N\NC(=O)c1ccc(C)cc1	-2	-2	1	-6	-5	1	-5	-3	-5
Clc1ccc(NCn2cncn2)nc1	0	3	12	9	9	-4	-3	1	3
CN(C)S(=O)(=O)c1ccc(N2CCCC2)c(C(=O)OCC(=O)N2CCN(c3ccccc3)CC2)c1	0	-11	4	-17	8	10	-2	23	-20
O=C1NC2(CCCCCC2)C(=O)N1Cc1c(F)cccc1Cl	3	6	2	-4	-10	6	2	0	-8
Cc1cc2c(C)nc(N/N=C/c3ccccc3)nc2o1	-1	-5	9	-9	14	-3	-1	7	13

Part of the list above, in markdown:
| SMILES | pPAFAH FP inh | LYPLA2 inh | PAFAH1B3 FP inh | ZTA counter | PAFAH2 FP inh | PAFAH1B2 FP inh | LYPLA1 counter | PREPL inhibitor | EBNA-1 inhibitor |
| --- | --- | --- | --- | --- | --- | --- | --- | --- | --- |
| CCOC(=O)CSc1nc(NCc2ccco2)c2ccccc2n1 | 5 | -3 | 4 | 2 | -8 | 3 | 0 | 13 | 7 |
| Cc1cc(C(=O)N2CCCc3ccccc32)no1 | 7 | 4 | 9 | 4 | -10 | 6 | -2 | 1 | -1 |
| CCOC(=O)N1CCC(NC(=O)CCS(=O)(=O)c2ccc3c(c2)CCN3C(C)=O)CC1 | -5 | 7 | 0 | -20 | -2 | 4 | -1 | -1 | -1 |
| COc1cccc(C=Nc2ccc3c(c2)CCC3)c1O | 6 | 2 | 2 | -5 | 3 | 11 | -2 | -1 | 3 |
| O=S(=O)(c1cnc(Cl)c(Br)c1)N1CCc2ccccc21 | 1 | 5 | 8 | 4 | 1 | 4 | 1 | -5 | 4 |
| COCCn1c(=NC(=O)c2ccccc2[N+](=O)[O-])sc2cc(S(C)(=O)=O)ccc21 | 6 | -2 | -17 | 2 | -1 | -4 | 2 | 2 | 16 |
| CCN(CC)C(=O)C1CCCN(Cc2ccc3c(c2)OCO3)C1 (stereo not given) | -4 | -3 | -1 | 1 | 2 | 3 | 4 | -7 | -7 |
| CN(C)CCCC(=O)c1ccc2c(c1)OCO2 | -1 | 4 | 6 | 6 | -4 | 5 | 0 | 0 | 0 |
| COc1cc2nc(=S)n3[nH]c(CCn4c(C)nc5ccccc54)nc3c2cc1OC | 6 | 3 | 10 | -10 | -1 | 4 | 5 | 15 | 6 |
| Cc1ccc(S(=O)(=O)Nc2nc(C)cc(N/N=C/c3ccc(O)cc3)n2)cc1 | 1 | -1 | 3 | 2 | 4 | 0 | -4 | 0 | 8 |
| CCCCN(C(=O)Cn1nnc2ccccc21)C(C(=O)NCc1ccco1)c1ccncc1 (stereo not given) | -3 | -6 | 5 | -3 | -2 | 1 | -4 | 1 | -4 |
| CN(C)c1ccc(CN2CCCCCC2)cc1 | 1 | 4 | 10 | -6 | 1 | 2 | 0 | 14 | 4 |
| C/C(Cn1nnc([N+](=O)[O-])n1)=N\NC(=O)c1ccc(C)cc1 | -2 | -2 | 1 | -6 | -5 | 1 | -5 | -3 | -5 |
| Clc1ccc(NCn2cncn2)nc1 | 0 | 3 | 12 | 9 | 9 | -4 | -3 | 1 | 3 |

Three compounds out of the list above, arranged by their value in PAFAH2 FP inh, rising:
canonical_smiles | pPAFAH FP inh | PAFAH1B3 FP inh | PAFAH2 FP inh | PAFAH1B2 FP inh | PREPL inhibitor | EBNA-1 inhibitor
C/C(Cn1nnc([N+](=O)[O-])n1)=N\NC(=O)c1ccc(C)cc1 | -2 | 1 | -5 | 1 | -3 | -5
COCCn1c(=NC(=O)c2ccccc2[N+](=O)[O-])sc2cc(S(C)(=O)=O)ccc21 | 6 | -17 | -1 | -4 | 2 | 16
CN(C)S(=O)(=O)c1ccc(N2CCCC2)c(C(=O)OCC(=O)N2CCN(c3ccccc3)CC2)c1 | 0 | 4 | 8 | 10 | 23 | -20
